Compound activity (PubChem)
HEK293 NOD2/NF-kB = NOD2 signaling inhibitors, cell-based, luminescence, uHTS, HEK293 (AID 1566); HEK293 NOD2/NF-kB luciferase reporter, luminescence; higher % means a stronger effect; inhibition, % at 4 µM, or EC50 in µM where a hit was titrated; hit rate 0.63% among 290,000; note: many of its hits are not listed in these tables
NOD1 inhibition = inhibition of NOD1-driven NF-kB reporter – cell-based, luminescence, uHTS, primary screen (AID 1578). NOD1-driven NF-kB luciferase reporter cells, luminescence; higher % means a stronger effect. hit rate 1% among 290,000. one-dose inhibition, % at 4 µM; EC50 in µM for titrated hits; in the data active = inhibition mostly above about 36%, no sharp cut-off; inactive = mostly below about 34%;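 note: HEK-293T reporter cells stimulated with the NOD1 agonist gamma-tri-DAP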
KOR beta-arrestin-1 = KOR antagonists, beta-arrestin recruitment, cell-based, luminescence, uHTS (AID 1778); KOR beta-arrestin recruitment, luminescence, antagonist mode; higher % means a stronger effect; hit rate 0.091% among 290,000; inhibition, % at 10 µM; hits with a dose series show IC50 in µM; note: strong numbers were not always called active
NTR1 agonist = NTR1-driven beta-arrestin-GFP spot formation – imaging, U2OS cells, high content, primary screen (AID 493036) | hit rate 0.17% among 330,000 | activation, % at 20 µM | agonist mode | P30989;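 active = activation at or above 40% of the spot to cytoplasm intensity ratio, with at least 20 cells analyzed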;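 note: 0% = DMSO without peptide and 100% = 100 nM NTR1 peptide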
Target sequence (P30989 whole entry, looked up): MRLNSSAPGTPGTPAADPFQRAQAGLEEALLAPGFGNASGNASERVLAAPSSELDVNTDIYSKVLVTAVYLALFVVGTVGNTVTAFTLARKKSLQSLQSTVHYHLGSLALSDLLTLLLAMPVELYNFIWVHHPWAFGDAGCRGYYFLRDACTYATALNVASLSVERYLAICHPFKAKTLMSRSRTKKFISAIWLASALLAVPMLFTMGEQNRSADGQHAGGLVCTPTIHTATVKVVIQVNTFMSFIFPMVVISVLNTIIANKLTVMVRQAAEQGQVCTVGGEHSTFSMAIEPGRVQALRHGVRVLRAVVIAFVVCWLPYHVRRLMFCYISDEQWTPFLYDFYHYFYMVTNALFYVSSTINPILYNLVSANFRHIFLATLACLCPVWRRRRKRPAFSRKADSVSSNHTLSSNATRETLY
ER stress rescue = rescue of cells from ER stress-induced death, primary screen, 384-well, CSM14.1, thapsigargin, ATP luminescence (AID 1222); CSM14.1 thapsigargin-induced death rescue, ATP luminescence; higher % means a stronger effect; cellular ATP content (survival), % at 20 µM; hits with a dose series show EC50 in µM; 190,000 tested, under 10 active;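 active = EC50 below 50 µM in the dose-response confirmation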;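 note: death triggered by thapsigargin at about 15 µM added after 2 h compound pretreatment; cell ATP read after overnight thapsigargin exposure of roughly 18 to 22 hours; normalized against plate controls of thapsigargin alone and 5% DMSO vehicle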
TNAP activators = stimulation of alkaline phosphatase TNAP activity – biochemical, luminescent, no phosphate acceptor, uHTS, primary screen (AID 1001); hit rate 0.03% among 200,000; purified TNAP, luminescent activation assay, no phosphate acceptor; higher activation fold means a stronger effect; one-dose activation fold at 20 µM; EC50 in µM for titrated hits; in the data active = activation fold from about 3, or a potency from the dose series; inactive = the rest, 99 in 100 with activation fold below about 1.6; note: many of its hits are not listed in these tables
GPR55 activation = GPR55 agonists via beta-arrestin recruitment, primary screen, imaging, U2OS cells, beta-arrestin-GFP redistribution (AID 1961); activation, % at 10 µM, or EC50 in µM where a hit was titrated; U2OS GPR55 beta-arrestin-GFP redistribution imaging; higher % means a stronger effect; hit rate 0.048% among 290,000;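 active = activation above 40% with more than 50 cells counted in the well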;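 note: U2OS osteosarcoma cells stably expressing GPR55 and beta-arrestin-GFP; plate controls were DMSO negative control for no effect and LPI positive control for full effect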
KOR beta-arrestin-2 = KOR agonists, beta-arrestin recruitment, primary screen, cell-based, luminescence, uHTS (AID 1777); KOR beta-arrestin recruitment, luminescence; higher % means a stronger effect; activation, % at 10 µM; hits with a dose series show EC50 in µM; hit rate 0.02% among 280,000; in the data active = activation above about 50%, passing the limit was not always enough; note: a part of the inactive calls stands beside numbers as strong as those of hits
Yfh1-off respiration = mitochondrial function rescue without frataxin homolog – Friedreich's ataxia, plus single-dose screen, dose response (AID 1465); S. cerevisiae Yfh1-off respiration, WST-1 reduction, 72 h; higher fold induction means a stronger effect; hit rate 0.074% among 220,000; fold induction at 50 µM, or EC50 in µM where a hit was titrated;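 active = fold induction of absorbance versus untreated yeast above a set limit, then at least 30% activation at any dose in follow-up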;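 note: activators that raise dye reduction in frataxin-depleted yeast; strong numbers were not always called active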
NTR1 agonist cell count 20 µM = further read-out of NTR1 agonist, marked with its call; cell count; measured here: cell count, cytotoxicity flag
Active calls of the source: *; i = inactive; · = not tested or not shown; [ ] = dose if it differs, or a comment. Cut-off read from the data, not from the text of the source, unless noted: active = inhibition above about 50%; inactive = the rest. The list is partial; count on the stated rates, not on these rows.

SMILES	HEK293 NOD2/NF-kB	NOD1 inhibition	KOR beta-arrestin-1	NTR1 agonist	NTR1 agonist cell count 20 µM	ER stress rescue	TNAP activators	GPR55 activation	KOR beta-arrestin-2	Yfh1-off respiration
CCN(CC)CCOC(=O)C1c2ccccc2Oc2ccccc21	1%	-8%	-34%	0.2	47	-0.4%	1	0.0%	3.0%	i
Cc1sc(NC(=O)c2ccccc2)c(C(c2ccc(Cl)cc2)N2CCN(CCO)CC2)c1C (configuration not stated)	1%	-24%	31%	19	37	-3.1%	1	0.7%	-3.5%	i
Cc1ccc2cc(CN(C(=O)c3cccs3)c3ccccc3)c(=O)[nH]c2c1	-8%	-3%	21%	3.6	63	·	·	-0.2%	1.8%	i
COc1ccccc1-c1c(C)nn2c(-c3ccccc3)cc(C)nc12	16%	-3%	21%	1.6	58	·	·	-0.1%	-2.7%	i
CCN(CC)C(=O)CSCC(=O)Nc1ccccc1	9%	10%	-5%	-1.3	42	1.9%	1.1	-0.1%	4.0%	i
COc1ccc(NC(=O)CCCC(=O)O)cc1Cl	2%	-47%	-15%	1.1	37	-0.9%	1.1	0.4%	0.3%	i
O=c1cc(-c2ccccc2)nc2cc(-c3ccco3)[nH]n12	-23%	-6%	31%	0.0	42	·	·	0.2%	3.2%	i
CCCCc1c(O)nc2sc3cc(OC)ccc3n2c1=O	-48%	-46%	-20%	0.1	65	3.8%	1.1	0.2%	-3.3%	i
Cc1ccnc(NS(=O)(=O)c2ccc(NC(=O)c3ccc(S(=O)(=O)N(C)C)cc3)cc2)n1	5%	-14%	9%	0.3	98	2.0%	1.1	0.5%	-0.3%	i
C[C@@H](C(=O)NC1CCCCC1)N1C(=O)N2CCc3c([nH]c4ccccc34)[C@@]2(C)C1=O	-14%	-24%	-1%[20 µM]	-0.1	83	·	·	-0.1%	-2.6%	·
O=C(Nc1ccc(S(=O)(=O)N2CCCC2)cc1)c1cnccn1	9%	-27%	17%[20 µM]	-1.0	35	0.4%	1	-0.3%	-1.9%	i
COC(=O)C1=C2SCC(=O)N2C(N)=C(C#N)C1	11%	4%	-39%	0.9	57	·	·	-0.2%	7.4%	i

An excerpt of these results, in CSV form.
SMILES,HEK293 NOD2/NF-kB,NOD1 inhibition,KOR beta-arrestin-1,NTR1 agonist,NTR1 agonist cell count 20 µM,ER stress rescue,TNAP activators,GPR55 activation,KOR beta-arrestin-2,Yfh1-off respiration
COc1ccc(NC(=O)CCCC(=O)O)cc1Cl,2%,-47%,-15%,1.1,37,-0.9%,1.1,0.4%,0.3%,i
C[C@@H](C(=O)NC1CCCCC1)N1C(=O)N2CCc3c([nH]c4ccccc34)[C@@]2(C)C1=O,-14%,-24%,-1%[20 µM],-0.1,83,·,·,-0.1%,-2.6%,·
O=C(Nc1ccc(S(=O)(=O)N2CCCC2)cc1)c1cnccn1,9%,-27%,17%[20 µM],-1.0,35,0.4%,1,-0.3%,-1.9%,i
O=c1cc(-c2ccccc2)nc2cc(-c3ccco3)[nH]n12,-23%,-6%,31%,0.0,42,·,·,0.2%,3.2%,i
CCCCc1c(O)nc2sc3cc(OC)ccc3n2c1=O,-48%,-46%,-20%,0.1,65,3.8%,1.1,0.2%,-3.3%,i

The listing continues:
SMILES	HEK293 NOD2/NF-kB	NOD1 inhibition	KOR beta-arrestin-1	NTR1 agonist	NTR1 agonist cell count 20 µM	ER stress rescue	TNAP activators	GPR55 activation	KOR beta-arrestin-2	Yfh1-off respiration
Cc1ccc(NC(=O)C(Cc2ccccc2)NC(=O)c2ccco2)cc1 (configuration not stated)	-2%	-7%	-4%	-0.3	81	-0.4%	1.1	-0.1%	3.3%	i
Cc1ccc(C(=O)NCCCn2ccnc2)cn1	8%	-6%	-4%	-0.5	36	-2.2%	1.1	-0.1%	1.6%	i
CCN(c1ccc(NC(=O)COC(=O)CCC(=O)c2ccc(F)cc2)cc1)C(C)C	-12%	-8%	13%	-1.9	64	-1.5%	1.1	-0.2%	2.4%	i
COc1cccc(/C=N/Nc2nnc(C)n2N)c1OCc1ccccc1Cl	7%	-12%	-26%	1.7	63	13%	1	0.4%	8.9%	i
COc1ccc2oc(=O)c(C(=O)N3CCCC3)cc2c1	8%	-25%	-83%[20 µM]	1.1	73	0.0%	1.1	-0.1%	·	i
Cc1cccc(Oc2ccccc2N)c1	6%	4%	34%	-1.6	44	-1.7%	1.1	-0.1%	-6.0%	i
COc1ccc(C)cc1S(=O)(=O)N(CC(=O)N1CCOCC1)c1cc(C)cc(C)c1	0%	-16%	0%	1.9	69	·	·	-0.1%	3.2%	·
COc1ccc(CCN2CC(C(=O)NCc3cc(C(C)C)no3)CCC2=O)cc1 (configuration not stated)	15%	-9%	6%	0.9	60	·	·	-0.2%	-0.3%	·
O=C(O)c1cc(N/N=C/c2ccc(N3CCOCC3)cc2)ccc1Cl	-116%	-6%	8%	0.9	60	·	·	-0.2%	-0.3%	·
CC1=NN(c2cccc(Cl)c2)C(=O)C12CC(C)=C(C)CS2 (configuration not stated)	15%	-19%	-19%	7.0	76	0.5%	1.2	0.1%	1.1%	·
COc1ccc(C(=O)NCc2ccccc2)cc1Br	12%	-21%	16%	1.2	48	2.2%	1.1	-0.1%	-0.7%	i
COc1cccc(/C=C2\SC(=S)N(CCC(=O)N3CCCCC3)C2=O)c1	2%	-6%	20%	1.9	63	·	·	-0.1%	-2.9%	·
CSc1nc(N(C)NC(=O)c2ccccc2)c2ccccc2n1	-8%	-6%	-54%	1.0	41	-2.6%	1.1	0.8%	-2.7%	i
CN(CCCN1CCOCC1)C(=O)c1cc(COc2ccc(F)cc2F)on1	13%	-4%	-10%	0.5	53	·	·	-0.1%	6.1%	·
Cn1c(/C(C#N)=C(\O)c2ccc([N+](=O)[O-])cc2)nc2ccccc21	6%	-53%	-203%	1.3	35	0.7%	1	-0.2%	11%	i
CCOc1ccc(NC(=O)CN(C)S(=O)(=O)c2ccc3c(c2)CCC(=O)N3)cc1	6%	-1%	30%	-0.4	46	·	·	-0.2%	-2.2%	i
CCOC(=O)N1CCN(C(=O)c2ccc3ccccc3c2)CC1	-7%	-4%	-1%	1.1	54	·	·	-0.1%	5.1%	·
CCCn1c(SCC(=O)NC)nnc1C(C)C	5%	-11%	0%	-4.1	87	1.2%	1.2	-1.0%	-4.9%	i
COc1ccc(Oc2ccc(C(F)(F)F)cc2NC(=O)CC(CC(=O)O)c2ccccc2)cc1 (configuration not stated)	21%	-9%	-11%	7.2	57	·	·	0.6%	0.6%	·
N#Cc1cccc(NC(=O)COC(=O)c2cccc(N3C(=O)c4ccccc4C3=O)c2)c1	17%	-16%	-19%	0.8	41	-2.6%	1	-0.2%	-2.4%	i
N#CC1=C(N)n2c(s/c(=C\c3cccs3)c2=O)=C(C#N)C1c1cccs1 (configuration not stated)	17%	-31%	25%	13	79	-2.4%	0.9	-0.2%	3.2%	i
c1ccc(COn2nnc3ccccc32)c(COn2nnc3ccccc32)c1	-5%	-8%	10%	4.7	55	-3.2%	1.1	-0.1%	1.6%	i
O=C1CC(c2ccc(F)cc2)CC(O)=C1C1NCCc2ccccc21 (configuration not stated)	-3%	-5%	-12%	-0.2	53	0.6%	1.1	-0.1%	3.0%	i
Cc1cc(C(C)(C)C)oc1C(=O)N(CC(=O)NC1CCCC1)Cc1ccccc1Cl	2%	8%	1%	9.0	50	-1.0%	1.1	-0.4%	-4.6%	i
CCN1CCN(S(=O)(=O)c2ccc(F)c(C(=O)Nc3c(F)cc(F)cc3Br)c2)CC1	-3%	-12%	11%	1.5	86	·	·	0.0%	-4.1%	·
Cc1cc(C)nc(SCc2ccc(F)cc2)n1	-4%	-34%	-39%[20 µM]	-0.7	61	2.9%	1.1	0.3%	·	i
O=C(NS(=O)(=O)c1ccccc1)c1cccc(Br)c1	10%	-12%	13%	1.8	54	·	·	0.0%	-4.1%	·
Cc1cccc(Nc2nnc(SCC(=O)c3ccc(O)cc3O)s2)c1	14%	-9%	-71%	2.5	49	·	·	-0.2%	10%	·
COc1cc(-n2c(C)nc3cc(C(=O)NCc4ccco4)ccc32)cc(OC)c1OC	-35%	18%	7%	1.2	48	4.1%	1.1	0.6%	3.5%	i
CCc1nc(N[C@H](C(=O)O)C(C)CC)c2oc3ccccc3c2n1 (some centres not stated)	13%	1%	-32%	0.3	40	-0.1%	1.1	-0.1%	3.8%	i
CCN(CC)C(=S)SCC(=O)NC12CC3CC(CC(C3)C1)C2	-2%	-27%	-38%	3.2	41	-1.9%	1	0.0%	5.7%	i
CC(C)Sc1nc2[nH]ncc2c(=O)[nH]1	-5%	-42%	-21%	-1.7	87	1.2%	1.3	-0.1%	-4.2%	i
CCN(CC)CCOc1ccc2nc(N(C)C)sc2c1	-7%	13%	9%	1.9	65	-0.3%	1.1	0.4%	3.7%	i
COc1ccc(CNC(=O)C(Cc2ccccc2)n2cccc2)cc1 (configuration not stated)	2%	-2%	26%	-0.7	65	·	·	0.0%	-4.5%	i
CC(C)N1CC(C(=O)Nc2ccc(Br)c(Cl)c2)CC1=O (configuration not stated)	6%	-22%	30%	-0.6	55	0.6%	1.1	-0.1%	-1.5%	i
Cc1cc(NC(=O)CCC(=O)N(c2ccccc2)C(C(=O)NC2CCCCC2)c2cccs2)no1 (configuration not stated)	9%	-30%	28%	-0.2	39	-2.5%	1.1	-0.1%	-5.8%	i
NC(=O)c1ccc(NC(=O)c2cccc3c2OCCCO3)cc1	7%	-2%	15%	1.1	34	·	·	-0.2%	-1.9%	i
COc1ccc(S(=O)(=O)N2CCN(C(=O)c3cccs3)CC2)cc1	10%	0%	10%	0.2	39	2.8%	1.1	0.2%	1.0%	i
O=C(Cn1cnc2ccccc2c1=O)NC1CCCc2ccccc21 (configuration not stated)	2%	-15%	26%	2.6	53	-0.3%	1.1	-0.1%	-3.2%	i
O=C(NCC(c1cccnc1)N1CCN(c2ccc(F)cc2)CC1)c1ccco1 (configuration not stated)	2%	-6%	15%	1.7	56	-0.4%	1.1	0.4%	-2.9%	i
O=C(O)COc1ccc(-c2nc(-c3ccccc3)c(-c3ccccc3)[nH]2)cc1	6%	-23%	-29%	-0.1	52	·	·	-0.2%	-0.6%	·
O=C(Cc1ccc(Cl)cc1)Nc1ccc(C(=O)N2CCOCC2)cc1	14%	-20%	-20%[20 µM]	1.9	43	0.3%	1	-0.1%	-3.1%	i
CCOC(=O)c1c(C)n(-c2ccccc2)c2ccc(OCCN(C)C)cc12	-2%	5%	-24%	3.1	66	·	·	-0.1%	1.5%	·
CCCNS(=O)(=O)c1ccc(OCC(=O)N2CCc3ccccc3C2)c(C)c1	16%	15%	-23%[20 µM]	1.4	59	·	·	0.3%	0.6%	·
O=c1sc2ccccc2n1CCCOc1ccccc1	-93%	-10%	9%	-0.2	61	-1.1%	1.1	-0.1%	6.3%	i
NC(=O)C1CCN(C(=O)COc2ccc(S(=O)(=O)NCc3ccccc3)cc2Cl)CC1	9%	-29%	-10%	1.9	48	-1.1%	1.1	-0.2%	-1.2%	i
